# From PubChem
# PvdQ inh: P. aeruginosa PvdQ acylase inhibitors, primary screen, biochemical, fluorescence, plate reader and imaging, single point. AID 488965, 2010. 340,000 tested, 0.063% active. inhibition, % at 10 µM. PvdQ acylase [Pseudomonas aeruginosa LESB58]. purified PvdQ acylase; in the data active means inhibition above about 30%, passing the limit was not always enough; inconclusive means no clear call, values can overlap the other calls;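 further: 0% = vehicle neutral wells and 100% = reference inhibitor wells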
# CAL PDZ FP: CAL PDZ peptide-binding inhibitors, primary screen, biochemical, fluorescence polarization, Cer-tagged CAL PDZ, HTS; AID 504414, 2011; purified CAL PDZ, TMR-peptide fluorescence polarization, 1 h; 330,000 tested, 0.02% active; Golgi-associated PDZ and coiled-coil motif-containing protein (Homo sapiens), Q9HD26; inhibition, % at 20 µM;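 active means highest replicate inhibition of at least 40%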;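 further: plate controls were DMSO neutral control wells for no effect and unlabeled competitor peptide control wells for full effect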
#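 Test system: purified CerCALP PDZ construct; Compound dosing: one concentration, 20 µM compound; Also added: TMR-labelled reporter peptide T*-PRC34 bound in PDZ groove; Read-out: inhibition from polarization loss; Controls: unlabelled peptide and DMSO controls; Signal: FP readout, S and P plane fluorescence; Incubation: 1 h at RT.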
# Rtt109 HAT inh: inhibitors of C. albicans Rtt109/Vps75 HAT, primary screen, biochemical, ThioGlo CoA-SH fluorescence, plate reader; Histone acetyltransferase RTT109 (Candida albicans (strain SC5314 / ATCC MYA-2876)), …; purified Rtt109/Vps75, 4 h; inhibition, % at 34.9 µM; 330,000 tested, 0.16% active;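 active means inhibition of at least 50% in every replicate; inconclusive means best replicate reaches 50% inhibition but some replicates fall short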
# Target sequence (Q5AAJ8 whole entry, looked up): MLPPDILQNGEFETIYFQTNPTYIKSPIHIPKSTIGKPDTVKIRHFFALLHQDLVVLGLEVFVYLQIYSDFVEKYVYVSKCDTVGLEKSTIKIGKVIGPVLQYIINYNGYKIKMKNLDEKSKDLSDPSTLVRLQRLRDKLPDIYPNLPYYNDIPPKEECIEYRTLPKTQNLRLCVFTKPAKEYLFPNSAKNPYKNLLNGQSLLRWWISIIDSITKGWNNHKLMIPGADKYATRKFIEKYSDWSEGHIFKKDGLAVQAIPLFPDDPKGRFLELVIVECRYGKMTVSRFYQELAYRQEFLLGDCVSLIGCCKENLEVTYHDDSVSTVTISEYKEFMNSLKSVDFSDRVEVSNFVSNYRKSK
# E coli growth: E. coli V3065 growth inhibition, primary screen, counter-screen for AddAB inhibitor project, absorbance, OD600; inhibition, % at 11.9 µM; 330,000 tested, 0.27% active; 18 h;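 active means inhibition above the campaign's mean inhibition across all tested compounds plus 3 SD, cut at about 9.9% in these data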;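 further: uninfected addAB+ strain grown without phage in ampicillin broth; 0% = DMSO wells and 100% = ciprofloxacin 0.95 µg/ml wells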
# Wnt act: Wnt/beta-catenin pathway activators, primary screen, cell-based, plate reader, single point | Wnt/beta-catenin reporter cell assay, activator | activation, % at 9.35 µM | 300,000 tested, 1.2% active; in the data active means activation above about 30%, passing the limit was not always enough; inconclusive means no clear call, values can overlap the other calls;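 further: 0% = neutral control wells and 100% = positive control wells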
# DAGLB inh: DAGLB lipase inhibitors, primary screen, biochemical, fluorescence, HTS; 340,000 tested, 0.059% active; HEK293T DAGLB membrane lysate, EnzChek fluorogenic substrate; AID 504411, 2011; Diacylglycerol lipase-beta (Homo sapiens), Q8NCG7; inhibition, % at 5.17 µM; in the data active means inhibition above about 34%;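 further: 0% = enzyme with vehicle and 100% = wells lacking enzyme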
# Target sequence (Q8NCG7 whole entry, looked up): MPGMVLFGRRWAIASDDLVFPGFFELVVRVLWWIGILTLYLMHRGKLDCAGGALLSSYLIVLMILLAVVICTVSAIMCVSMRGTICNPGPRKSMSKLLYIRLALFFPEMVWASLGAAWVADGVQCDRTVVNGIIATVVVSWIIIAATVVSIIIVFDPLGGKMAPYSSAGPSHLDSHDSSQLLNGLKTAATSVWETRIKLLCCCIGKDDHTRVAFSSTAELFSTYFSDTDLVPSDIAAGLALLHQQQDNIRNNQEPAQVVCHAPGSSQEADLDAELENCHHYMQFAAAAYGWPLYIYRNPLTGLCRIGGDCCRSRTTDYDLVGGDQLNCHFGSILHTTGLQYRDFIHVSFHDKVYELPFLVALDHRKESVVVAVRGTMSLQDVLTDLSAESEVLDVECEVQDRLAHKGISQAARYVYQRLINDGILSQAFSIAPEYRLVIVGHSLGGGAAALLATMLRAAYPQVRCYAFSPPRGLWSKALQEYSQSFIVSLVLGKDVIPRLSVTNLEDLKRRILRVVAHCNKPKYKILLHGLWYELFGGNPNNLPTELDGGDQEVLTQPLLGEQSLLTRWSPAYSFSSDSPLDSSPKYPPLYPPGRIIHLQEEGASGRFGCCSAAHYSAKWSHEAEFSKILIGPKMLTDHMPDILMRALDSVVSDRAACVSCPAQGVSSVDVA
# PfHsp90 yeast 2: growth inhibition of PfHsp90-expressing yeast, primary screen, antimalarial PfHsp90 inhibitor project, S. cerevisiae, BacTiter-Glo luminescence, single point, set 2. AID 504621, 2011. BacTiter-Glo ATP, 48 h; yeast lacking PDR1 and PDR3 efflux regulators. inhibition, % at 9.4 µM. 310,000 tested, 0.32% active;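 active means every replicate shows inhibition above about 80%, whatever the replicate mean, limit read from the data; inconclusive means mean inhibition reaches the set limit but some replicate falls short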;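 further: 0% = DMSO neutral controls and 100% = 20 µM radicicol positive controls; yeast relying on Plasmodium falciparum Hsp90 in place of its own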
# phage Ecoli inh: growth loss of phage-infected E. coli, primary screen, RecBCD inhibitor project, absorbance, with phage, HTS; 360,000 tested, 0.26% active; inhibition, % at 11.9 µM; AID 651602, 2012; in the data active means inhibition above about 11%
# AddAB inh: growth inhibition of E. coli expressing H. pylori AddAB, primary screen, AddAB inhibitor project, absorbance. inhibition, % at 11.9 µM. 330,000 tested, 0.29% active; in the data active means inhibition above about 12%;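 further: 0% = vehicle wells of infected cells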
# Tat transport: E. coli Tat export inhibitors, primary screen, MC4100, TorA-mCherry reporter, fluorescence, single point; inhibition, % at 10 µM; 340,000 tested, 0.036% active; AID 488895, 2010;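 active means mean replicate inhibition at least 50% and at least half of replicates individually reaching 50%; inconclusive means only one of the two criteria met; inactive means neither criterion met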;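 further: exported cargo escapes ClpAP degradation while cytoplasmic cargo is degraded and loses fluorescence; 0% = median of neutral control wells and 100% = median of NaSCN control wells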
# * marks the source's active call; other numbers are inactive results; ? = inconclusive; · = not tested or not shown.
1) CCc1nnc(NC=C2C(=O)OC(C)(C)OC2=O)s1
2) CC1=C(C(=O)OCc2ccccc2)C(c2ccccc2)NC(=O)N1CCCCCC(=O)O (stereo unspecified)
3) O=C(Cn1nnc2ccccc2c1=O)N1CCOCC1
4) O=C(NCCCCc1ccccc1)c1cccc(NC(=O)C2CCCCC2)c1
5) COc1ccc(CN(C)CC(=O)Nc2sc3c(c2C#N)CCC3)c(OC)c1
6) O=S(=O)(Cc1ccc(Cl)cc1)N1CCN(Cc2ccccc2)CC1
7) Cn1cc(CN2CCC(n3nccc3NC(=O)c3ccccc3Cl)CC2)cn1
8) Cc1nn2c(COc3ccc(NC(=O)C(C)C)cc3)nnc2c2ccccc12
9) COCc1cc(C)nc(SCC(=O)Nc2ccc3c(c2)OCCO3)c1C#N
10) CC(=O)c1c(C)[nH]c(C(=O)Nc2cc(S(=O)(=O)N(C)C)ccc2C)c1C
compound no.,1,2,3,4,5,6,7,8,9,10
PvdQ inh,12,8,14,2,-10,-8,-6,-9,-14,-4
CAL PDZ FP,-0.4,-1.9,0.5,-0.6,0.1,-0.1,-2.0,6.3,0.4,-0.9
Rtt109 HAT inh,0,-2,-3,1,-15,7,4,-6,-1,0
E coli growth,-2.1,-1.2,-2.5,·,0.2,-2.1,1.8,-0.9,-2.0,0.7
Wnt act,1,-2,-1,-3,1,-1,1,-1,12,0
DAGLB inh,1,3,1,-7,-11,0,1,-2,-2,2
PfHsp90 yeast 2,2,30,7,1,-14,6,-12,5,-5,20
phage Ecoli inh,3.0,-0.2,2.8,4.2,0.0,·,-0.2,-0.3,0.1,1.9
AddAB inh,-3.5,3.1,3.0,·,0.8,0.8,5.0,-0.8,0.6,0.9
Tat transport,-6,5,-6,-2,1,-1,-2,2,8,4

11) O=C(N[C@@H]1C[C@H]2CC[C@@H]1C2)c1ccco1
12) COc1c(OC(C)=O)ccc(/C=N\NC(=O)c2ccc(Br)cc2)c1[N+](=O)[O-]
13) O=C(COc1cccc(F)c1)Nc1ccc2[nH]c(=O)[nH]c2c1
14) CC(=O)NC(Cc1ccc(O)cc1)C(=O)NN (stereo unspecified)
15) Cc1ccnn1CC(=O)N/N=C/c1cccs1
16) O=C(CN1C(=O)c2ccccc2C1=O)Nc1ccccc1F
17) CCn1ncc([C@@H]2C[C@H]3CN(Cc4ccccc4C)C(=O)[C@]34CCCN24)c1C
18) CC(Oc1ccc(F)cc1)C(=O)Nc1nc(-c2ccccn2)cs1 (stereo unspecified)
19) COc1ccccc1N(C)S(=O)(=O)c1ccc(C(=O)NCC2CCCCC2)cc1
20) O=c1c2cc([N+](=O)[O-])ccc2nc2n1CCC2
compound no.,11,12,13,14,15,16,17,18,19,20
PvdQ inh,6,-4,6,-7,12,-12,-14,-19,-14,16
CAL PDZ FP,-0.7,-3.4,0.4,-0.4,-0.8,-0.9,-2.7,-2.1,-0.3,-0.1
Rtt109 HAT inh,?,13,-1,-5,1,-1,-4,-3,2,9
E coli growth,-1.4,0.1,0.7,-1.6,0.1,-0.9,0.3,-7.3,-0.7,1.2
Wnt act,0,1,-3,0,-2,·,-3,-12,-6,-3
DAGLB inh,-1,5,-1,3,-5,-1,-1,-1,-7,0
PfHsp90 yeast 2,-25,-1,-9,-34,1,-5,20,-15,3,2
phage Ecoli inh,0.2,1.5,0.0,4.9,1.3,1.8,5.4,-1.8,3.8,-0.8
AddAB inh,-0.9,5.1,0.2,2.6,2.7,-0.3,2.9,-3.9,0.0,1.0
Tat transport,-8,8,-9,3,3,7,-2,7,5,-9

21) CCOc1ccccc1NC(=S)NC1CCCCC1
22) COC(=O)c1sccc1NC(=O)c1cc(OC)cc(OC)c1
23) COc1ccc(C(CNC(=O)c2ccc(OCc3ccccc3)cc2)N2CCOCC2)cc1 (stereo unspecified)
24) O=C(O)CN(C1CCCCC1)S(=O)(=O)c1ccc(F)cc1
25) CCN(C(=O)COC(=O)CNC(=O)c1ccc(F)cc1)C1CCS(=O)(=O)C1 (stereo unspecified)
26) COCCCNC(=O)c1oc2ccc(S(=O)(=O)N3CCOCC3)cc2c1C
27) CCN(CC(=O)NCc1ccc(F)cc1)C(=O)/C=C/c1ccc(S(=O)(=O)N(CC)CC)cc1
28) COc1ccc2[nH]cc(/C=C/C(=O)c3ccccc3)c2c1
29) O=C(COc1ccc2c(c1)CCC2)NCc1ccc(Cl)cc1
30) CC(Oc1ccccc1Cl)C(=O)/C=C/N(C)C (stereo unspecified)
compound no.,21,22,23,24,25,26,27,28,29,30
PvdQ inh,0,-4,-13,5,-4,-6,-7,-2,-19,-10
CAL PDZ FP,0.6,-1.8,-1.1,-2.8,-0.9,-1.7,-0.1,1.3,-1.3,-5.2
Rtt109 HAT inh,-2,-3,-1,23,-2,-34,1,-6,2,5
E coli growth,-0.3,0.2,-1.6,-2.7,0.0,-2.6,-1.3,-1.0,1.3,-1.7
Wnt act,-2,·,2,17,-1,-2,0,39*,-1,·
DAGLB inh,1,-3,0,-1,-2,-1,-3,1,-18,3
PfHsp90 yeast 2,-15,61,·,3,20,12,4,21,-18,7
phage Ecoli inh,3.3,2.7,1.3,2.6,3.4,1.1,-0.4,3.6,2.5,2.3
AddAB inh,0.2,0.5,-1.1,-1.0,2.6,-2.2,2.3,-0.5,5.5,0.8
Tat transport,4,-2,-2,-3,3,2,1,-2,2,-5

31) Cc1cccc(-n2ccc(=O)c(C(=O)Nc3ccc(S(=O)(=O)Nc4nccs4)cc3)n2)c1
32) CCOC(=O)c1c(NC(C)=O)sc2c(OC(C)=O)cccc12
33) CCC(C)NC(=O)C1CC(c2cccc(OC)c2)=NO1 (stereo unspecified)
34) O=S(=O)(Nc1ccccn1)c1ccc(Cl)c2ccccc12
35) CCc1nc(SCC(=O)Nc2ccc(F)cc2F)c2c(=O)n(C)c(=O)n(C)c2n1
36) CCOC(=O)CSc1nc(=O)n2cc(C)ccc2n1
37) O=C(COC(=O)Cn1cnc2ccccc2c1=O)NCc1ccccc1Cl
38) O=C(NCC1COc2ccccc2O1)c1cn(Cc2ccc(F)cc2)nn1 (stereo unspecified)
39) COc1ccccc1-c1cc(C(=O)NC2CCN(C)CC2)c2ccc(Cl)c(C)c2n1
40) CC(=O)c1coc2ccc(OCCN3CCCCC3)cc12
compound no.,31,32,33,34,35,36,37,38,39,40
PvdQ inh,14,10,2,7,-9,-6,-8,10,-7,5
CAL PDZ FP,-2.5,0.8,·,-0.7,-1.9,-0.7,-0.4,-2.3,-0.8,-2.2
Rtt109 HAT inh,12,2,-5,8,-1,-3,-7,·,-11,?
E coli growth,-2.5,4.4,1.5,1.6,0.7,-1.9,-0.8,1.2,-1.8,5.3
Wnt act,0,·,·,-4,-2,3,0,-3,1,-3
DAGLB inh,-7,-1,2,-2,1,0,-1,-1,3,1
PfHsp90 yeast 2,-9,1,8,1,13,-5,1,-4,16,1
phage Ecoli inh,0.0,1.4,0.0,3.2,1.0,5.7,2.4,3.2,-1.5,3.3
AddAB inh,1.8,4.3,0.1,2.9,0.9,1.8,0.0,1.4,0.8,0.6
Tat transport,0,-2,-1,-3,5,4,10,-3,3,2

41) Cc1ccc(CNS(=O)(=O)c2ccc([N+](=O)[O-])cc2)cc1
42) COc1ccccc1NC(=O)CSc1nnc(-c2ccc(NC(C)=O)cc2)n1C
43) Cc1ccc(F)cc1NC(=O)c1ccc(OCC2CCCO2)cc1 (stereo unspecified)
44) Oc1ccc(Cl)cc1CNC1CCCCC1
45) COC(=O)C1(C)NC(c2ccccc2F)C2C(=O)N(c3ccccc3)C(=O)C21 (stereo unspecified)
46) C/C(=N\NC(=O)c1cc(-c2ccc(Cl)s2)[nH]n1)c1ccncc1
47) COc1ccccc1N(Cc1cc2ccc(C)cc2[nH]c1=O)C(C)=O
48) CC(C)CN1CC(C(=O)O)CC1=O (stereo unspecified)
49) Cc1ccc(N(C(=O)c2snc(C(N)=O)c2N)C(C(=O)NCCC(C)C)c2ccco2)cc1 (stereo unspecified)
50) C/C(=N\NC(=O)c1ccc(C)cc1C)c1ccc(-n2ccnc2)cc1
compound no.,41,42,43,44,45,46,47,48,49,50
PvdQ inh,-13,-17,-7,9,-1,-14,-10,-8,-9,-8
CAL PDZ FP,0.2,0.0,-1.2,0.3,-1.8,-5.8,0.4,-0.3,-3.8,-3.8
Rtt109 HAT inh,-3,-9,3,-3,-1,6,-3,-1,-46,0
E coli growth,-0.8,-0.5,1.2,·,-0.3,-0.3,-0.3,-0.5,-0.1,-2.4
Wnt act,1,·,-5,10,13,2,-2,-11,-3,2
DAGLB inh,1,-1,-1,1,-1,-2,0,0,-2,3
PfHsp90 yeast 2,-10,0,7,-9,6,6,-6,12,-25,-10
phage Ecoli inh,-0.3,-0.2,6.0,5.5,-2.7,2.5,3.0,4.7,1.2,2.1
AddAB inh,2.2,1.1,1.3,·,2.3,2.8,0.8,2.8,3.8,-0.2
Tat transport,0,1,-5,2,-4,-6,-4,-14,-3,1

51) COCCN(Cc1nc(-c2ccc(-c3ccccc3)cc2)oc1C)C(C)C
52) COc1ccc(/C=C(\C#N)c2nc3ccccc3[nH]2)cc1O
53) O=C(CS(=O)(=O)c1cn(CC(=O)N2CCOCC2)c2ccccc12)Nc1ccccc1F
54) CC1(C)CC(=O)C2=C(C1)N(c1ncn[nH]1)C(N)=C(C#N)C2c1ccccc1 (stereo unspecified)
compound no.,51,52,53,54
PvdQ inh,-5,-4,-20,-40
CAL PDZ FP,-2.3,-2.1,-1.3,0.2
Rtt109 HAT inh,2,-2,2,1
E coli growth,0.5,·,1.7,2.0
Wnt act,16,11,1,-1
DAGLB inh,2,-1,-2,3
PfHsp90 yeast 2,18,-4,6,26
phage Ecoli inh,-1.9,-1.3,1.1,2.8
AddAB inh,3.0,·,1.4,4.2
Tat transport,7,-19,1,-1

# Structural class, those above with an aryl thioether with sulfur outside any ring (4)
9) COCc1cc(C)nc(SCC(=O)Nc2ccc3c(c2)OCCO3)c1C#N
35) CCc1nc(SCC(=O)Nc2ccc(F)cc2F)c2c(=O)n(C)c(=O)n(C)c2n1
36) CCOC(=O)CSc1nc(=O)n2cc(C)ccc2n1
42) COc1ccccc1NC(=O)CSc1nnc(-c2ccc(NC(C)=O)cc2)n1C
compound no.,9,35,36,42
PvdQ inh,-14,-9,-6,-17
CAL PDZ FP,0.4,-1.9,-0.7,0.0
Rtt109 HAT inh,-1,-1,-3,-9
E coli growth,-2.0,0.7,-1.9,-0.5
Wnt act,12,-2,3,·
DAGLB inh,-2,1,0,-1
PfHsp90 yeast 2,-5,13,-5,0
phage Ecoli inh,0.1,1.0,5.7,-0.2
AddAB inh,0.6,0.9,1.8,1.1
Tat transport,8,5,4,1

# An unsorted share of the library. Share with any hit: about 1.9%.
